# PMI inhibitors: inhibitors of human PMI, primary screen, biochemical, fluorescence intensity, coupled assay (AID 1209); 190,000 compounds, 0.42% hits; inhibition, % at 20 µM, or IC50 in µM where a hit was titrated; purified PMI enzyme, coupled fluorescence intensity; higher % means a stronger effect;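 also: plate controls were DMSO vehicle for no effect and wells lacking substrate for full effect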
# WT yeast gro inh: growth inhibition of WT yeast, mitochondrial fusion screen; inhibition, % at 10 µM; mitochondrial fusion phenotypic screen, WT strain; AID 1362; 190,000 compounds, 2.1% hits; in the data active = inhibition above about 58%; tested in S. cerevisiae
# b-catenin transl: modulators of beta-catenin nuclear translocation. HeLa beta-catenin nuclear translocation, immunofluorescence imaging. nuclear translocation activity, % at 5 µM. 190,000 compounds, 0.3% hits;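 active = nuclear translocation activity above 50% at 5 µM, with a well cell count of 50 or more; inconclusive = wells under 50 cells across six images, flagged as toxic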;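 also: per-cell ratio of nuclear to cytoplasmic median beta-catenin stain intensity; plate controls were DMSO negative control for no effect and GSK-3 inhibitor IX positive control for full effect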
#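 Test system: human HeLa cells, native beta-catenin. Compound dosing: 5 µM primary single dose, 0.1% DMSO, 0.02–20 µM confirmation series. Incubation: compound exposure 24 h at 37°C. Detection: beta-catenin immunostaining with DAPI counterstain, 20x imaging, 6 fields/well. Read-out basis: Nuclear/cytoplasmic beta-catenin signal ratio, % activation.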
# PMI inhibition: MPI inhibition at elevated mannose 6-phosphate – biochemical, fluorescence intensity, high mannose 6-phosphate, primary screen (AID 1220) | recombinant PMI enzyme, coupled fluorescence intensity; higher % means a stronger effect | one-dose inhibition, % at 20 µM; IC50 in µM for titrated hits | 190,000 compounds, 0.66% hits
# Yfh1-depleted yeast: mitochondrial function rescue without frataxin homolog – Friedreich's ataxia, plus single-dose screen, dose response (AID 1465); S. cerevisiae Yfh1-off respiration, WST-1 reduction, 72 h; higher fold induction means a stronger effect; fold induction at 50 µM; hits with a dose series show EC50 in µM; 220,000 compounds, 0.074% hits;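 active = fold induction of absorbance versus untreated yeast above a set limit, then at least 30% activation at any dose in follow-up; inconclusive = repeats straddling the limit, or above it without dose testing; inactive = fold induction below the set limit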;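 also: activators that raise dye reduction in frataxin-depleted yeast; strong numbers were not always called active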
# Autophagy mod: autophagy modulation, high-content screen. MEF GFP-LC3 puncta imaging; test concentration mostly 10 µM. calls only at 10 µM (by protocol). 190,000 compounds, 0.98% hits. AID 463193;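 active = percentage of spot-positive cells more than 3 SD above its plate mean, without a fluorescence outlier flag or 80% toxicity; inconclusive = no clear call, values can overlap the other calls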;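 also: spot-positive cell cutoff set from DMSO-treated cells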
# Insulin prom up: MIN6 insulin promoter up-regulation; MIN6 insulin promoter-GFP reporter, high-content imaging; active compounds read high; z-score at 5 µM; 190,000 compounds, 0.3% hits; AID 1625;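 active = z-score above 3 at 5 µM with at least 500 cells counted in the well; inconclusive = wells under 500 cells, flagged as cytotoxic or low count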
# Dynein cargo inh: dynein cargo transport inhibition; 3617.4 mouse cells, GR-EGFP nuclear translocation imaging; test concentration mostly 20 µM; stimulated with dexamethasone, 1 µM; active compounds read low; z-score, hits read low; 220,000 compounds, 0.47% hits;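 active = plate z-score of nuclear minus cytoplasmic receptor signal below a set negative limit, without overly bright fluorescence or cell loss, cut at about -3.5 in these data, passing the limit was not always enough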;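 also: z-score of nuclear minus cytoplasmic ring GR-EGFP intensity difference per well; some compounds called inactive have numbers as strong as hits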
#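 Schedule: 48 h induction, then 1 h compound, then 30 min agonist, 37 °C. Buffer or medium: tetracycline-free induction medium containing charcoal-stripped FBS. Reagent: 1.0 µM final dexamethasone stimulus. Evaluation: nuclear versus cytoplasmic GR-EGFP signal, averaged per well. Signal: high-content fluorescence imaging after fixation.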
# MT stabilize HCS: stabilizes microtubules in HeLa cells; HeLa tubulin immunostaining HCS, 24 h; share of cells brighter than vehicle mean+2SD; 200,000 compounds, 0.83% hits; % tubulin-high responders, % at 10 µM; AID 2205;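 active = plate Z-score above 3 for both tubulin-high and condensed-nucleus cell shares, with cell loss under 80%, at 10 µM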;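 also: anti alpha tubulin signal scored within the nucleus-defined area of each cell; some results filed as inactive read as strong as hits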
# WT yeast gro inh mutant strain: second read-out of WT yeast gro inh, no call of its own (marks repeat the call); inhibition, %; mitochondrial fusion phenotypic screen, mutant strain inhibition
# Dynein cargo inh cytoplasmic EGFP: also measured in Dynein cargo inh; calls as there; z-score; measured here: cytoplasmic GR-EGFP intensity; active compounds read high
# Dynein cargo inh nuclear GR-EGFP: further read-out of Dynein cargo inh, marked with its call; z-score; measured here: nuclear GR-EGFP intensity;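 lower value marks the stronger effect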
# Dynein cargo inh cell count: further read-out of Dynein cargo inh, marked with its call; z-score; measured here: cell count per field
# Insulin prom up cell count: second read-out of Insulin prom up, no call of its own (marks repeat the call); cell count; measured here: cytotoxicity, nuclei count;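 total cells summed across four imaged fields per well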
# b-catenin transl cell count 5 µM: second read-out of b-catenin transl, no call of its own (marks repeat the call); cell count; measured here: cell count, cytotoxicity flag
# MT stabilize HCS Hoechst-high %: recorded beside MT stabilize HCS, whose call it bears; % Hoechst-high responders; measured here: nuclear condensation Hoechst responders;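 share of cells brighter than vehicle mean plus two SD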
# MT stabilize HCS cytotoxicity %: further read-out of MT stabilize HCS, marked with its call; toxicity, %; measured here: cytotoxicity by cell density;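 0% = mean cell density of plate MIN control wells and 100% = no cells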
# Autophagy mod cell loss 18 h: recorded beside Autophagy mod, whose call it bears; toxicity, %; measured here: cell loss, nuclei count;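 cell loss after 18 h compound exposure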
# The depositor's hits bear a star; i = inactive; ? = inconclusive; . = no result given. Rule as the data show it, unless noted: active = inhibition above about 50%; inactive = the rest.
SMILES,PMI inhibitors,WT yeast gro inh,WT yeast gro inh mutant strain,b-catenin transl,b-catenin transl cell count 5 µM,PMI inhibition,Yfh1-depleted yeast,Autophagy mod,Autophagy mod cell loss 18 h,Insulin prom up,Insulin prom up cell count,Dynein cargo inh,Dynein cargo inh cytoplasmic EGFP,Dynein cargo inh nuclear GR-EGFP,Dynein cargo inh cell count,MT stabilize HCS,MT stabilize HCS Hoechst-high %,MT stabilize HCS cytotoxicity %
O=C(CCc1nnc(CCCCc2ccccc2)o1)NC(c1cccnc1)C(F)(F)F (stereo unspecified),8%,8,15,-0.2,1012,-9%,i,i,11,-0.96,1408,-0.7,-0.27,-0.52,1.2,4.6,2.4,5.6
COc1ccc(-n2c(SC(CN3CCCCC3)CN3CCCC3=O)nc3ccccc3c2=O)cc1 (stereo unspecified),3%,8,12,-1.1,1389,8%,i,i,0,0.94,1323,-0.31,-0.21,-0.55,0.059,1.4,1.5,9.2
CC(C)c1cc(NCc2ccccn2)n2c(nc3ccccc32)c1C#N,-1%,13,-7,-1.3,1087,1%,i,i,-22,-0.93,1212,1.1,-0.15,0.46,-0.33,1.7,3.2,5.6
CCN(CC)CCN(C(=O)c1c(F)cccc1F)c1nc2cc(C)cc(C)c2s1,-4%,59*,56*,-0.3,1160,-5%,i,i,20,-0.43,1073,-0.73,-0.3,-0.43,1.1,1.6,2.2,11
Cc1c(/C=C/C(=O)c2cccs2)cnn1C,-1%,2,-9,-1.1,519,4%,i,i,-6,.,.,-0.12,0.14,0.4,-2.2,3.1,2.0,0.9
CCOC(=O)c1ccc(NC(=O)C(=O)NCC2CCCO2)cc1 (stereo unspecified),-12%,-14,-9,.,.,-5%,i,i,-23,-0.94,1272,-0.13,0.51,0.53,0.58,3.7,2.4,5.5
CCCCCn1c(SCC(=O)OCC)nc2cc(C(=O)N3CCC(C(N)=O)CC3)ccc2c1=O,0%,-15,-12,-1.0,814,3%,i,i,5,-0.58,1158,2.9,-0.045,1.6,-2.3,2.3,2.2,7.5
CSc1cccc(CN2CCCC(CNC(=O)c3ccc(F)cc3)C2)c1 (stereo unspecified),7%,-8,-4,-1.3,1028,-6%,i,i,7,-0.66,1430,-0.55,-0.27,-0.2,0.78,4.3,1.2,2.4
CCC1C(=NO)C(CC)C(c2ccccc2)NC1c1ccccc1 (stereo unspecified),18%,86,87,0.6,1453,15%,i,i,-10,-1.1,1129,1.3,-0.019,1.2,-1.8,3.7,1.1,1.4
CC(/C=N/n1c(-c2ccccc2)n[nH]c1=S)=C\c1ccco1,14%,1,-12,-0.5,1030,7%,i,i,-19,-0.02,1842,-0.4,-0.21,-0.5,-0.34,3.0,2.1,8.3
CCN(CCCNC(=O)CN(C)S(=O)(=O)c1ccc2c(c1)CCC(=O)N2)c1cccc(C)c1,4%,-11,-10,0.0,1440,18%,i,i,11,-0.52,1295,0.11,-0.15,0.25,0.043,4.6,3.7,9.7
COc1ccc(-c2ccc(=O)n(CC(=O)N3CCN(c4ccccc4OC)CC3)n2)cc1,.,14,-3,.,.,.,.,i,7,.,.,2.6,0.0083,1.9,-1.2,3.0,4.2,5.7
Nc1ccccc1SC1CC(=O)N(c2ccc3c(c2)OCCO3)C1=O (stereo unspecified),.,.,.,-1.2,1328,.,i,.,.,0.05,949,-0.24,0.016,0.35,0.19,.,.,.
Cc1cc(Br)ccc1NC(=O)CCSc1ccccc1,5%,5,2,0.1,1482,3%,i,i,22,-0.78,1348,2.3,0.29,0.51,-0.84,3.6,1.2,2.6
O=C(CCn1cnnn1)Nc1ccccc1,1%,5,7,-0.7,1057,2%,i,i,6,.,.,-1.3,-0.25,-0.74,1.1,4.2,2.0,8.0
CC(=O)Nc1ccc2c(c1)C(=O)N(c1cccc(C)c1)C2=O,.,.,.,-0.3,1276,.,i,.,.,-0.65,999,-0.045,-0.24,0.53,-0.11,.,.,.
N#CC1=C2N=C(N)c3ccccc3N2C2=C(C(=O)CCC2)C1c1ccc(Cl)cc1 (stereo unspecified),18%,14,-4,0.4,561,22%,i,i,-3,-0.91,1166,-0.81,-0.2,0.28,0.96,4.0,5.3,5.7
O=C(NCCN1CCOCC1)c1ccc2c(c1)N(Cc1ccccc1)C(=O)CS2,0%,20,20,.,.,-3%,i,i,0,0.21,1326,0.3,-0.14,0.098,0.42,3.1,2.3,1.0
CC/C(=N/Nc1ccccc1)c1cnnc(SC)n1,-32%,-15,-5,-0.8,1362,-56%,i,i,-13,0.09,1518,-0.021,-0.21,0.52,0.86,2.8,1.8,5.8
CCOc1cc(N2CCOCC2)c(OCC)cc1NC(=O)c1oc2ccccc2c1C,-1%,-6,4,-4.0,1068,11%,i,i,20,-1.2,1274,0.32,-0.076,0.6,-0.36,2.7,1.6,3.1
CC(C)c1nnc(NC(=O)c2sc3ccccc3c2Cl)s1,2%,-10,-20,1.6,1374,0%,i,i,5,0.83,1571,-0.52,-0.15,-0.97,-0.38,3.0,1.9,3.5
COc1ccc(Cn2cccc(NC(=O)Nc3cccc(C#N)c3)c2=O)cc1,22%,-12,6,-0.7,1318,30%,i,i,3,-0.51,1574,-0.42,-0.11,-0.9,0.041,3.1,1.7,5.7
Cn1nc2c3ccccc3n(Cc3ccc(F)cc3)c2nc1=S,.,.,.,-0.2,1219,.,i,.,.,-0.55,1121,-0.91,-0.23,-0.36,0.76,.,.,.
Cc1cc(Nc2ccc([N+](=O)[O-])cc2)nc2ccccc12,9%,-4,1,-0.3,1460,10%,i,i,31,-0.63,1425,0.98,-0.15,0.1,0.028,3.8,1.9,4.6
Cc1ccc(CNC(=O)C2CC(c3ccccc3C(F)(F)F)=NO2)cc1 (stereo unspecified),.,.,.,-0.5,1218,.,i,.,.,-0.55,842,-0.34,-0.68,-0.23,0.16,.,.,.
CC1(C)Cc2c(c(-c3ccccc3Cl)[nH]c(=O)c2C#N)CO1,3%,-3,-6,0.2,1039,0%,i,i,-7,.,.,0.049,-0.26,-0.006,0.93,4.2,2.4,3.9
CCOC(=O)C1=C(N)OC2=C(C(=O)CC(C)(C)C2)C1C1CCCCC1 (stereo unspecified),13%,14,13,-4.2,984,6%,i,i,29,-0.28,1381,-0.16,-0.21,0.23,-0.13,6.9,2.8,2.1
COc1ccc(S(=O)(=O)N(CCCN2CCOCC2)Cc2cccc3ccccc23)cc1,3%,26,-9,.,.,3%,i,i,7,0.77,879,-1.5,2.2,-0.32,0.66,1.3,1.1,6.0
CCOC(=O)C1CCN(c2ncnc3c2nnn3Cc2ccccc2Cl)CC1,14%,42,16,0.4,1569,13%,i,i,61,.,.,-0.054,-0.21,-0.14,-0.63,2.0,1.9,8.1
FC(F)(F)c1cccc(NC(=S)NCCN2CCOCC2)c1,-8%,5,-5,-1.8,533,-7%,i,i,-2,-0.03,1353,-0.16,-0.27,-0.12,1.2,2.1,2.1,16
CCCCCCn1c(=O)[nH]c2nc3cc(N)ccc3nc2c1=O,26%,-12,-3,4.0,1035,24%,i,i,-2,1.1,1235,0.19,-0.0074,-0.015,-0.11,4.4,2.4,9.1
NC(=O)c1nsc(C(=O)N(CC(=O)NCc2ccc(F)cc2)Cc2ccco2)c1N,-8%,-7,-3,.,.,-8%,i,i,-3,-0.16,996,0.25,-0.19,0.88,-0.75,2.5,1.6,6.8
COC(=O)c1ccc(C(=O)OC)c(NC(=O)CSc2nnc(-c3ccccc3Cl)o2)c1,.,.,.,.,.,.,i,i,8,.,.,0.37,-0.26,0.047,1.6,1.6,2.8,8.8
CCOC(=O)C1CCCN(Cc2ccccc2C)C1 (stereo unspecified),7%,26,15,0.8,881,-9%,i,i,-5,-0.1,1324,-0.17,-0.2,0.47,0.55,4.4,2.5,10.0
Cc1ccccc1/C=C1\SC(=S)N(/N=C/c2cc([N+](=O)[O-])ccc2O)C1=O,-2%,-10,7,-0.1,1062,5%,?,i,5,0.25,1159,-0.086,0.18,-0.15,0.017,2.7,1.4,6.2
CS(=O)(=O)N1CCN(c2nc3ccc(Cl)cc3s2)CC1,.,.,.,0.0,1303,.,i,.,.,0.15,1074,-0.31,-0.29,0.25,1,.,.,.
COc1ccc(-c2nc(N)ncc2-c2csc(C)n2)c(O)c1,2%,-6,-12,-4.9,876,11%,i,i,6,1.3,1260,1.9,-0.23,0.59,-0.74,1.4,1.5,5.1
CC1=NN(c2cccc([N+](=O)[O-])c2)C(=O)C1,-20%,4,1,0.2,958,-15%,i,i,-13,-0.73,1490,-0.46,-0.31,0.066,0.73,2.8,1.0,5.1
C=CCC(NCc1ccccc1)c1ccc(Cl)cc1 (stereo unspecified),0%,-4,10,-1.1,953,-5%,i,i,1,.,.,-0.51,-0.34,-0.59,1.2,3.4,2.5,4.6
Cc1cc(Oc2ccccc2)nc(SCC(=O)Nc2ccc(Cl)cc2Cl)n1,6%,-15,20,.,.,3%,i,i,1,.,.,-0.14,-0.2,0.088,-0.0033,3.3,1.2,3.2

# Screening data deposited in PubChem by several laboratories.
